Screening results from PubChem.
DT40 TDP1 CPT – growth inhibition of DT40 Tdp1-/-;hTDP1 cells with camptothecin (screen for TDP1 inhibitors). chicken DT40 Tdp1-/-;hTDP1 cells + 20 nM CPT, ATP luminescence, 48 h. Potency, µM (titrated, usually from 46.2 µM), without a hit: top-dose activity change, negative = growth inhibition, most hits filed as inhibitors. 12% of 420,000 active; further: nearly all actives have a fitted effect of over 55% in size
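Chicken DT40 Tdp1-/- cells complemented with human TDP1, 400 cells/well, exposed to compounds plus 20 nM camptothecin for at least 48 h at 37 C; viability read as ATP content by CellTiter-Glo luminescence.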
KAT2A inh – GCN5L2 (KAT2A) acetyltransferase inhibition. Q92830. GCN5L2 HAT assay, ThioGlo1 CoA-SH fluorescence. Potency, µM (highest dose often 58.9 µM), for the others: top-dose activity change, negative = inhibition, hits mostly inhibitors. 0.21% of 390,000 active
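Preincubate 20nM GCN5L2 with compound 15 min, RT → add 50uM ThioGlo1 + 75uM H3(1-25) + 70uM acetyl-CoA → read fluorescence 0 and 20 min. Primary qHTS; fluorescent artifacts likely.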
FEN1 inh – human FEN1 inhibition. P39748. Recombinant FEN1 flap cleavage, fluorescence, 15 min. Potency, µM (highest dose often 114 µM), without a hit: at the highest dose activity change, negative = inhibition, actives largely listed as inhibitors. 0.35% of 390,000 active. AID 588795; further: nearly all actives have a fitted effect of over 65% in size
Target sequence (P39748 whole entry, looked up): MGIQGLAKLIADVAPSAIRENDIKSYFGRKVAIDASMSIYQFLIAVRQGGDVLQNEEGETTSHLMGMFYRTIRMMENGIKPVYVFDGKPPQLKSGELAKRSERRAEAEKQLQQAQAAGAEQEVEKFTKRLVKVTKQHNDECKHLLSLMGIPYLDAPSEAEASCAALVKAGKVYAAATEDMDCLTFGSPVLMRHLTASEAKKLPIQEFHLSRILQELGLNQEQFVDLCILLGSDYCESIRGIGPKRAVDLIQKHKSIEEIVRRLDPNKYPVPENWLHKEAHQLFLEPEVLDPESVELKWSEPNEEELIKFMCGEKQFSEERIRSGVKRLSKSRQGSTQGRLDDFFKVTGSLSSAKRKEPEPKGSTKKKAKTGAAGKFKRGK
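Recombinant FEN1 (10 nM) was preincubated with pin-transferred compounds for 15 min at room temperature, then flap DNA substrate (50 nM final) was added. Plates were read at 0 and 15 min, and normalized concentration–response data were fitted to a four-parameter Hill equation.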
* = called active by the depositor; ? = inconclusive; nt = not tested or not shown. The call rests on the fitted dose curve; in most records, active means well fitted curve in the direction sought with a large enough effect; inconclusive means small, poorly fitted or top-dose-only effect, or another doubt; inactive means no such curve, though single readings can be large; an effect the other way counts as inactive or inconclusive. On the % scale 0 is the no-effect control and ±100 the full control effect; potency means the concentration at half of the fitted maximal effect. Only part of the results is shown; count on the stated rates, not on these rows.

Results follow in this order: FEN1 inh	DT40 TDP1 CPT	KAT2A inh
> CC(C)c1noc(-c2ccccc2OCC(=O)Nc2ccccc2[N+](=O)[O-])n1
    -18%	?	-11%
> O=c1c(-c2ccccc2)nc2cnc(N3CCOCC3)nc2n1C[C@H]1CCCO1
    nt	0%	-19%
> C/C(=N\NC(=O)OC(C)(C)C)c1ccc(-n2ccnc2)cc1
    -2%	-7%	-3%
> CCc1cccc(C)c1NC(=O)c1ccoc1C
    -2%	?	1%
> O=c1oc(-c2ccco2)nc2c1cnn2-c1ccccc1
    -1%	?	-3%
> Cc1cc(C)n(C(=O)CCNC(=O)c2ccccc2Br)n1
    -10%	-14%	2%
> COc1ccc2c(c1)CCC1C2=NN(/C(C)=C\C(C)=O)C1c1ccc(F)cc1 (stereo unspecified)
    -25%	18µM*	3%
> Cn1cc(CN2CCN(Cc3ccccc3)C(CCO)C2)c(-c2ccccc2)n1 (stereo unspecified)
    -1%	2%	8%
> CCCCOC(=O)c1sc2nc(N3CCOCC3)c3c(c2c1N)CC(C)(C)OC3
    -11%	-2%	2%
> COCCn1c(=O)c2cc3c(=O)n(CCOC)c(=O)c3cc2c1=O
    -5%	-1%	-2%
> COCCSc1nnc(NC(=O)CSCc2ccccc2)s1
    -3%	-12%	-3%
> Cc1cc(C)cc(NC(=O)CN2CCN(c3ccccn3)CC2)c1
    3%	6%	-4%
> Cc1nnsc1NC(=O)OCc1ccc(C(C)(C)C)cc1
    7%	15µM*	-6%
> COc1cccc2cc(C(=O)NC3CC4CCC3C4)oc12 (stereo unspecified)
    -12%	?	-10%
> O=C(Nc1ccc(NC(=O)c2sc3ccccc3c2Cl)cc1)c1ccco1
    -12%	-19%	-6%

Other compounds.
Results follow in this order: FEN1 inh	DT40 TDP1 CPT	KAT2A inh
> Cc1cccc(N2CCN(S(=O)(=O)c3ccc4c(c3)C(C)(C)C(=O)N4C)CC2)c1C
    -9%	?	-7%
> Cc1[nH]nc2c1C(CCc1ccccc1)C(C#N)=C(N)O2 (stereo unspecified)
    -7%	-11%	6%
> CCc1ccccc1NC1=NCC(=O)N1C1CCCC1
    -4%	23µM*	16%
> Cc1cn2c(=O)cc(COc3cccc(NC(=O)c4cccc(F)c4)c3)nc2s1
    -3%	?	-2%
> Cc1ccc(-c2nc3c(c(SCC(=O)N4CCCCC4)n2)Cc2cc(C)ccc2O3)cc1
    -6%	-25%	-7%
> CCC1(CC)Cc2ccccc2-c2nc(CN(C)C)[nH]c(=O)c21
    -7%	?	-1%
> CCn1c(=N)n(CC(=O)c2ccc(Cl)c(Cl)c2)c2ccccc21
    -5%	26µM*	-13%
> O=C(Nc1nc(-c2ccc(F)c(F)c2)cs1)c1cnccn1
    16%	-2%	10%
> Cc1ccc(N=Nc2cc(C)ccc2N)cc1
    4%	-26%	-9%
> COc1ccc(N(C(=O)c2ccco2)S(=O)(=O)c2cc(OC)ccc2OC)cc1
    -6%	-14%	-8%
> COc1cccc(Nc2nc(N)nc(C(F)(F)F)n2)c1
    -5%	-4%	-4%
> COc1ccc(-c2nc(C(=O)Nc3ccc(C(C)=O)cc3)nn2-c2cccc(Cl)c2)cc1
    14%	?	-7%
> CC(C)(C)OC(=O)Nc1ncnc2c1ncn2C1OC(CO)C2OC(C)(C)OC21 (stereo unspecified)
    12%	12%	-22%
> COc1ccc(C(=O)N=C2SC3CS(=O)(=O)CC3N2Cc2ccccc2)cc1OC (stereo unspecified)
    -13%	?	-6%
> CCOC(CNC(=O)CCc1c(C)nc2nc(C)nn2c1C)OCC
    0%	-7%	0%

Carrying on.
Results follow in this order: FEN1 inh	DT40 TDP1 CPT	KAT2A inh
> Cc1ccc(N2CC3=C(C2=O)C(c2ccc(Br)cc2)NC(=O)N3C)cc1 (stereo unspecified)
    -8%	?	-3%
> O=C1CCN(S(=O)(=O)c2ccccc2)CCN1CCOCc1ccc(C(F)(F)F)cc1
    15%	?	-4%
> COc1ccc(Oc2nccc(-c3ccccc3)c2C#N)cc1
    -17%	-23%	-3%
> O=C1CCC(NC(=O)c2ccccc2)C(=O)N1 (stereo unspecified)
    15%	-3%	0%
> COc1ccc(NC(=O)c2sc3nc(C)c(C(=O)Nc4ccc(C)cc4C)c(-c4sccc4C)c3c2N)cc1
    -4%	5%	?
> NC(=S)N/N=C/c1ccc(C(F)(F)F)cc1
    8%	21µM*	1%
> O=C1NC(=O)C2(CCCCCCC2)N1
    -1%	0%	nt
> Cc1cccc(CNC(=O)CC2C(=O)NCCN2C2CCCC2)c1 (stereo unspecified)
    11%	8%	-24%
> C=COCCNC(=O)Nc1ccc(Cl)cc1Cl
    0%	-6%	4%
> CC1CCC2(CC1)NC(=S)N(C(C)(C)C)N2 (stereo unspecified)
    6%	7%	-10%
> COc1ccc(OC)c(S(=O)(=O)NCc2cccn2Cc2cccc(C)c2)c1
    -18%	?	-2%
> CCN(C(=O)C1CCCN(c2nc(-c3ccc(OC)cc3)no2)C1)c1ccc(OC)cc1 (stereo unspecified)
    0%	16µM*	-4%
> COc1ccc(CCNC(=O)CCCn2nc(C)c3sc4ccccc4c3c2=O)c(OC)c1
    -9%	23µM*	-1%
> Cc1cc(Nc2ccccc2)nc(NCc2ccccc2)n1
    -21%	8.2µM*	-6%
> CCCN1C(=O)SC(CC(=O)Nc2ccccc2C)C1=O (stereo unspecified)
    -5%	?	1%

Remaining list, next part
Results follow in this order: FEN1 inh	DT40 TDP1 CPT	KAT2A inh
> CCOC(=O)NN1C(=O)c2ccccc2NC1c1cccnc1 (stereo unspecified)
    -4%	-4%	-7%
> CCCc1c(C)nc(N2CCN(c3cccc(OC)c3)CC2)[nH]c1=O
    -9%	-30%	-19%
> CC1(C)Cc2c(sc3nnn(CC(=O)Nc4ccccc4)c(=O)c23)CO1
    1%	1%	-5%
> Cc1sc2nc(SCC(=O)c3cccs3)n(Cc3ccco3)c(=O)c2c1C
    -5%	?	-5%
> Cc1c(C)c2ccc(OC(C)C(=O)NCCc3c[nH]c4ccccc34)cc2oc1=O (stereo unspecified)
    -11%	?	-7%
> Cc1cc(S(=O)(=O)N2CCOCC2)ccc1OCC(=O)NCCN1CCOCC1
    5%	6%	4%
> COc1cc(NC(=O)CN2C(=O)C(=O)N(CC(C)C)C2=O)cc(OC)c1
    -8%	6%	-1%
> CC(=O)N1CCN(c2nc(C)nc3sc4c(c23)CCC(C)C4)CC1 (stereo unspecified)
    -13%	-20%	-12%
> COc1cc(NC(=O)CN2c3ccccc3CC2C)cc(OC)c1OC (stereo unspecified)
    -17%	?	-6%
> COc1ccc(NC(=O)C/C(C)=N/NC(=O)c2ccncc2)c([N+](=O)[O-])c1
    13%	-14%	-9%
> CCc1ccc(CNC(=O)c2sc3ncccc3c2-n2c(C)ccc2C)cc1
    -5%	15µM*	-8%
> Cc1cc(/C=C(\C#N)C(=O)NCc2cccs2)c(C)[nH]1
    10%	8%	2%
> O=C(c1ccc(S(=O)(=O)N2CCCC2)cc1)N1CCCC(C(F)(F)F)C1 (stereo unspecified)
    -10%	9%	1%
> Cc1cccc(NC(=O)Nc2nnc(-c3ccccc3)o2)c1
    14%	?	-3%
> CC(=O)Oc1ccc(/C(C)=N\N2CCN(Cc3ccc(Cl)cc3)CC2)cc1
    18%	?	-4%

Record cards, from the list above:
Cc1sc2nc(SCC(=O)c3cccs3)n(Cc3ccco3)c(=O)c2c1C is entered as FEN1 inh: -5%; DT40 TDP1 CPT: ?; KAT2A inh: -5%
CCCc1c(C)nc(N2CCN(c3cccc(OC)c3)CC2)[nH]c1=O is entered as FEN1 inh: -9%; DT40 TDP1 CPT: -30%; KAT2A inh: -19%

Next section.
Results follow in this order: FEN1 inh	DT40 TDP1 CPT	KAT2A inh
> CC1CCCCN1Cc1c(O)ccc2c(=O)c(-c3cccc(Cl)c3)c(C(F)(F)F)oc12 (stereo unspecified)
    -6%	-14%	-8%
> Cc1cc(S(=O)(=O)NCc2ccncc2)c(C)cc1Br
    -2%	8.2µM*	-18%
> CC(C)(C)NC(=O)C(c1ccc(Cl)cc1)N(Cc1ccco1)C(=O)CCl (stereo unspecified)
    19%	4.6µM*	-1%
> N#Cc1cn(-c2ccccc2)nc1-c1ccc2c(c1)OCCO2
    10%	1%	1%
> CC(C)CN1CCC2(CC1)CCN(C(=O)c1ccncc1)CC2
    nt	10%	-7%
> COc1cc(C)ccc1OCCCCN1CC(C)OC(C)C1 (stereo unspecified)
    6%	-8%	-1%
> Cc1cc(C)c(C(N)=O)c(Cl)n1
    21%	-5%	2%
> CC1CCCCN1c1nc(-c2ccc(C(C)(C)C)cc2)nc2ccccc12 (stereo unspecified)
    8%	?	-10%
> CCN(CC)S(=O)(=O)c1ccc(C)c(NC(=O)CN2CCN(C)CC2)c1
    10%	-21%	0%
> Cc1ccc(S(C)(=O)=NC(=O)NC(=O)c2c(F)cccc2Cl)cc1 (stereo unspecified)
    -1%	9%	?
> COc1ccc(Nc2nc(C(=O)NCc3ccco3)cs2)cc1
    1%	23µM*	-8%
> Cc1onc(-c2ccccc2)c1C(=O)Nc1sc2c(c1C#N)CCC(C)C2 (stereo unspecified)
    -1%	?	-7%
> CN(Cc1nc2ccccc2c(=O)[nH]1)C(=O)C1CC(=O)N(c2cccc3ccccc23)C1 (stereo unspecified)
    -4%	?	-1%
> O=C(Nc1cc(C(=O)N2CCCC2)ccc1N1CCCC1)c1ccccc1
    -1%	-24%	-3%
> O=C(NC1CCCc2ccccc21)c1cccc(S(=O)(=O)N2CCN(c3ccccc3)CC2)c1 (stereo unspecified)
    6%	?	-4%

(continued)
Results follow in this order: FEN1 inh	DT40 TDP1 CPT	KAT2A inh
> O=C(CNC(=O)c1ccccc1F)N/N=C/c1cc(Br)ccc1OCc1ccccc1
    -2%	?	-1%
> CC(C)NC(=O)N1CCC2(CC1)CCN(C(=O)c1ccco1)CC2
    nt	9%	-14%
> COCCN(C(=O)CNC(=O)c1ccco1)C(C(=O)NC1CCCC1)c1ccc(F)cc1 (stereo unspecified)
    -9%	-6%	-7%
> CC(C)(C)NC(=O)C(OC(=O)c1cccs1)c1ccccc1 (stereo unspecified)
    9%	-5%	-6%
> O=S1(=O)N=C(N2CCN(c3ccc(F)cc3)CC2)c2ccccc21
    -3%	?	-2%
> CSc1ccc(CN2CCC(n3nccc3NC(=O)c3ccccc3C)CC2)cc1
    -5%	?	-7%
> O=[N+]([O-])c1cc(Br)c(OCc2nnc(-c3ccccc3)o2)c(Br)c1
    -8%	-30%	-3%
> Cc1ccc(C)c(SCc2nc3sc(C(=O)O)c(C)c3c(=O)[nH]2)c1
    9%	-10%	-20%
> COC(=O)CNC(=O)CSc1nnc(-c2ccc(OC)cc2)n1CC(C)C
    16%	-24%	1%
> O=[N+]([O-])c1cc(-c2nc(-c3ccccc3)no2)ccc1NCCc1ccccc1
    -6%	-6%	2%
> COc1cccc(C(=O)O/N=C(\N)c2ccc([N+](=O)[O-])cc2)c1OC
    1%	-24%	-18%
> Cc1cc(NC(=O)CSCC(=O)NC(C)c2ccccc2)no1 (stereo unspecified)
    19%	-4%	1%
> O=C(OCc1cnc(Cl)s1)c1cccc(Cl)c1Cl
    -4%	2%	-2%
> COC(=O)c1ccc(NC(=O)c2cc[n+]([O-])cc2)cc1
    11%	19%	-4%
> Cc1ccc(C2NC(=O)CCC2[N+](=O)[O-])cc1 (stereo unspecified)
    2%	18µM*	-2%

By substructure: the compounds so far with a CF3 group (5)
Results follow in this order: FEN1 inh	DT40 TDP1 CPT	KAT2A inh
> COc1cccc(Nc2nc(N)nc(C(F)(F)F)n2)c1
    -5%	-4%	-4%
> O=C1CCN(S(=O)(=O)c2ccccc2)CCN1CCOCc1ccc(C(F)(F)F)cc1
    15%	?	-4%
> NC(=S)N/N=C/c1ccc(C(F)(F)F)cc1
    8%	21µM*	1%
> O=C(c1ccc(S(=O)(=O)N2CCCC2)cc1)N1CCCC(C(F)(F)F)C1 (stereo unspecified)
    -10%	9%	1%
> CC1CCCCN1Cc1c(O)ccc2c(=O)c(-c3cccc(Cl)c3)c(C(F)(F)F)oc12 (stereo unspecified)
    -6%	-14%	-8%

Next part:
Results follow in this order: FEN1 inh	DT40 TDP1 CPT	KAT2A inh
> CCN(CC)CCCCN1c2ccccc2Sc2ccccc21
    11%	21µM*	-8%
> Cc1ccc(-n2nnnc2SCC(=O)c2ccc3c(c2)NC(=O)CO3)c(C)c1
    2%	?	5%
> CCN=c1sc(C(=O)NCCc2ccccc2)cc(=O)n1CC
    -3%	?	-5%
> Cn1c(/C=C/c2ccccc2)nc2ccccc2c1=O
    1%	-76%	?
> Cc1nn(-c2ccccc2)c(N)c1Sc1ccc([N+](=O)[O-])cc1
    -21%	?	?
